From PubChem BioAssay
PriA SSB inh: inhibitors of Klebsiella pneumoniae PriA binding to SSB C-terminal tail; AlphaScreen SSBct-PriA binding, biotinylated peptide; AID 1272365; hit rate 0.6% among 430,000; inhibition, % at 33 µM; in the data active means inhibition mostly above about 37%, no sharp cut-off; inactive means mostly below about 20%;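 further: plate controls were negative control peptide for no effect and reference peptide for full effect; strong numbers were not always called active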
Starred values were filed as active, the others as inactive; i = inactive; & = joins results of further samples. Only part of the results is shown (hit frequency here may not be typical).

Start of the data: the first 19 entries, ahead of the listing:
SMILES	PriA SSB inh
C=CCNC(=O)Nc1nnc(Cc2ccccc2)o1	4
O=C(Nc1nc2ccc([N+](=O)[O-])cc2s1)c1ccccc1Br	-14
O=C(NCC1(c2cccs2)CCOCC1)C1CCC1	-7
COCC(C)(O)CNC(=O)c1ccc(Cl)cc1 (stereo unspecified)	1
O=C(Cc1ccsc1)NC[C@]1(O)CCc2ccccc21	-14
COc1cc(C(=O)Nc2nnc(-c3ccno3)o2)cc(OC)c1OC	0
COc1ccc(Cl)cc1C(=O)N1CCC2(CC1)NC(=O)N(Cc1ccccc1)C2=O	-11
COc1ccc(S(=O)(=O)NCCOc2ccc3nnc(-c4ccccc4)n3n2)cc1C	-7
O=S(=O)(Nc1cnc(N2CCCC2)nc1)c1ccc2ccccc2c1	-5
Cn1cc(C(=O)Nc2ccc(CC(=O)NCC(F)(F)F)cc2)nn1	3
O=C(NCCc1cccs1)c1n[nH]nc1-c1ccccc1	-12
COc1ccc(S(=O)(=O)Nc2cnc(N(C)C)nc2)cc1Cl	-8
Cc1ccccc1-n1nnc(C(=O)NCC2COCCO2)c1-c1ccncc1 (stereo unspecified)	-9
COc1ccc(Cl)cc1C(=O)NCCn1ncccc1=O	-13&-9
Cn1ncc2c(Nc3ccc(Cl)cc3)nc(NC3CCCC3)nc21	-13
Cn1nc(-c2ccccc2)cc1C(=O)Nc1cc(N2CCN(c3ccccc3)CC2)ncn1	2
COc1ccc(CC(O)=C(C#N)c2nc3ccccc3[nH]2)cc1OC	1
O=C(NCCn1nc(-c2ccncc2)ccc1=O)Nc1ccccc1	-7
CCCNC(=O)C(=O)NCC1CCN(Cc2ccccc2)CC1	-7

The listing, from the start:
SMILES	PriA SSB inh
C=CCNC(=O)Nc1nnc(Cc2ccccc2)o1	4
O=C(Nc1nc2ccc([N+](=O)[O-])cc2s1)c1ccccc1Br	-14
O=C(NCC1(c2cccs2)CCOCC1)C1CCC1	-7
COCC(C)(O)CNC(=O)c1ccc(Cl)cc1 (stereo unspecified)	1
O=C(Cc1ccsc1)NC[C@]1(O)CCc2ccccc21	-14
COc1cc(C(=O)Nc2nnc(-c3ccno3)o2)cc(OC)c1OC	0
COc1ccc(Cl)cc1C(=O)N1CCC2(CC1)NC(=O)N(Cc1ccccc1)C2=O	-11
COc1ccc(S(=O)(=O)NCCOc2ccc3nnc(-c4ccccc4)n3n2)cc1C	-7
O=S(=O)(Nc1cnc(N2CCCC2)nc1)c1ccc2ccccc2c1	-5
Cn1cc(C(=O)Nc2ccc(CC(=O)NCC(F)(F)F)cc2)nn1	3
O=C(NCCc1cccs1)c1n[nH]nc1-c1ccccc1	-12
COc1ccc(S(=O)(=O)Nc2cnc(N(C)C)nc2)cc1Cl	-8
Cc1ccccc1-n1nnc(C(=O)NCC2COCCO2)c1-c1ccncc1 (stereo unspecified)	-9
COc1ccc(Cl)cc1C(=O)NCCn1ncccc1=O	-13&-9
Cn1ncc2c(Nc3ccc(Cl)cc3)nc(NC3CCCC3)nc21	-13
Cn1nc(-c2ccccc2)cc1C(=O)Nc1cc(N2CCN(c3ccccc3)CC2)ncn1	2
COc1ccc(CC(O)=C(C#N)c2nc3ccccc3[nH]2)cc1OC	1
O=C(NCCn1nc(-c2ccncc2)ccc1=O)Nc1ccccc1	-7
CCCNC(=O)C(=O)NCC1CCN(Cc2ccccc2)CC1	-7
Cc1c(-c2ccccc2)c2c(n1-c1cccc(C(F)(F)F)c1)CCCC2	-5&5
O=C(c1ccncc1)N1CCN(c2cnnc(N3CCCC3)c2)CC1	-8
O=C(CCOc1ccccc1)N(CCN1CCOCC1)c1nc2c(F)cccc2s1	-12
Cc1cc(=O)n2c(-c3cccc(NC(=O)COc4ccc(Cl)cc4)c3)csc2n1	6
O=C(NC[C@@](O)(c1ccccc1)C(F)(F)F)c1ccc(OC(F)(F)F)cc1	-19
CSc1ccc(-c2noc(-c3ccc4c(=O)n(Cc5ccccc5)c(=O)[nH]c4c3)n2)cc1	-3
O=C(Nc1sc2c(c1CN1CCCCCC1)CCC2)c1ccc(F)cc1	5
CCCn1c(=O)c2cc(F)ccc2n2c(SCC(=O)Nc3ccc(C(C)=O)cc3)nnc12	-18
O=C(C[C@@H](C(=O)O)N1CCNCC1)Nc1c(Cl)cccc1Cl	-6
COc1ccc(C2C(C(C)=O)=C(C)N=c3sc(=Cc4ccc5c(c4)OCO5)c(=O)n32)c(OC)c1 (stereo unspecified)	5
O=C(O)CCCNC(=O)c1ccccc1C(=O)O	-5
CCN(CC)CCn1c(N=Cc2cc(Br)ccc2O)nc2ccccc21	4
Cc1ccc(-c2n[nH]c(=S)o2)cc1C	3
COc1cccc([C@@H]2C(C(=O)c3ccc(C)o3)=C(O)C(=O)N2CCN2CCOCC2)c1OC	-10
O=C(CSc1nccn(-c2ccc(F)c(F)c2)c1=O)NCc1ccccc1Cl	6
O=C(NCC(c1ccsc1)N1CCCCCC1)c1c(F)cccc1Cl (stereo unspecified)	4
O=C(CCn1nnc2ccccc2c1=O)NCc1ccncc1	-6
CS(=O)(=O)c1ccc2nc(NC(=O)Cc3csc(NC(=O)c4ccco4)n3)sc2c1	-1
CC(=NNC(=O)c1nn(C)cc1Br)c1ccc(NC(=O)c2ccncc2)cc1	-5
COc1cccc2cc(-c3nnc(NC(=O)CCS(=O)(=O)c4ccccc4)o3)oc12	8
O=C(CN1C(=O)CCC1=O)NCC1CCN(S(=O)(=O)c2cccnc2)CC1	-10
Cn1nc(-c2ccc(NS(=O)(=O)c3ccc(OC(F)(F)F)cc3)cc2)ccc1=O	-10
COc1ccc(OC)c(CNC(=O)c2cn(C)nc2S(=O)(=O)N2CCCCC2)c1	4
COc1ccc(CCNC(=O)NCC#CCN2CCCC2)cc1	-8
Cc1cc(NC(=O)Cc2ccc(S(C)(=O)=O)cc2)n(-c2nc3ccccc3s2)n1	-10&-3
CCN1C(=O)Cc2cc(NC(=O)Cc3ccc(F)cc3)ccc21	19
Cc1ccc(NC(=O)Cn2cccc(-c3nc(-c4ccc(Cl)cc4)no3)c2=O)cc1C	-16
COc1ccccc1N1CCN(c2nccnc2SCC(=O)Nc2ccc3c(c2)OCCO3)CC1	-8
O=C(c1ccc(Br)o1)N1CC(c2nc(C3CC3)no2)C1	-12
Cc1cc(N2CCN(C(=O)CCSc3ccccc3)CC2)ncn1	-3
COc1ccccc1NC(=O)c1ccc(CSc2nc(C)cc(C)n2)cc1	-8

Further records
SMILES	PriA SSB inh
C[C@](O)(CNC(=O)c1ccccc1C(F)(F)F)c1cc2ccccc2s1	0
Cc1cc(S(=O)(=O)C(CNC(=O)c2cccc(C(F)(F)F)c2)c2cccs2)ccc1F (stereo unspecified)	-14
Cc1cccc(C=Nn2c(C)nnc2C)c1	-12
CCOc1ccc(Nc2c([N+](=O)[O-])cc([N+](=O)[O-])c3nonc23)cc1	29
O=C1CCc2cc(S(=O)(=O)NCCC3=CCCCC3)cc3c2N1CC3	-23
COCC(=O)N1CCC(Oc2ccc(C#N)cn2)CC1	-3
O=C(Nc1ccccc1F)c1cc(C2CCN(S(=O)(=O)c3ccccc3F)CC2)[nH]n1	-1
CN(C)S(=O)(=O)Nc1ccc(F)cc1	-10
O=C(c1ccccc1Br)N1CCC(CSc2ccccn2)CC1	2
COc1c(C)cnc2c1c(=O)[nH]c(=O)n2C	3
O=C(/C=C/c1ccc([N+](=O)[O-])s1)N1CCc2ccccc2C1	11
CC(CC(=O)Nc1ccccn1)=NNC(=O)C(=O)Nc1ccccc1C	-13
CC(=NNC(=O)OC(C)(C)C)c1cccc([N+](=O)[O-])c1	-6
Cc1ccc(C(C)C)c(OCc2nc3ccccc3n2Cc2ccccc2F)c1	-16&-10
COC(=O)c1ccc(NC(=O)CSc2nccn3nc(-c4ccccc4OC)cc23)cc1	-13
Cc1nnsc1C(=O)NCC(O)c1ccc(C(F)(F)F)cc1 (stereo unspecified)	-10
COc1ccccc1C=NN=C(N)N[N+](=O)[O-]	2
O=C(CN1CCC[C@H](COCc2ccccc2)C1)Nc1ccc(Br)cc1	-9
O=S(=O)(c1ccc(Br)cc1)N1CCN=C1SCc1cccc(C(F)(F)F)c1	-20
Cn1cnc(S(=O)(=O)NCCc2csc3nc(-c4ccccc4F)nn23)c1	4
COC(=O)c1ccccc1NC(=O)CCCN1C(=O)c2cccc3cccc(c23)C1=O	-11
C=CCN=c1scc(-c2ccc(Br)s2)n1/N=C/c1ccccn1	i
COc1ccc(N(C)c2nnc(-c3ccc(NC(=O)COc4ccc(F)cc4)cc3)s2)cc1	-9
C=CCn1c(SCC(=O)Nc2scc(-c3ccc(C)o3)c2C(=O)OCC)nc2sc3c(c2c1=O)CCC(C)C3 (stereo unspecified)	-8
COCCN(Cc1ccoc1)C(=O)[C@@H]1CC=CCC1	-1
CCOc1ccc(C=NO)cc1	2
CCN(CC)S(=O)(=O)c1ccc(C(=O)N(Cc2ccoc2)Cc2cccs2)cc1	19
CC(=NNC(=O)c1ccccn1)c1ccco1	12
NCCOc1cccc(C(F)(F)F)c1	-6
CCOC(=O)NCC1CCN(c2nccnc2C#N)CC1	-11
Cc1c(CNC(=O)Cn2cncn2)sc2nc(-c3ccc(F)cc3)cn12	-10
C[C@@H]1CN(CCc2ccccc2)c2nc3c(c(=O)n(Cc4c(F)cccc4Cl)c(=O)n3C)n2C1	4
COc1ccc(C=NNc2ncc(-c3ccccc3)cn2)c(OC)c1	9
N#CCC(=O)NN=Cc1ccc(OS(=O)(=O)c2ccccc2)cc1	-8
O=c1cccc2cc(O)c(O)c(O)c2c1O	10
O=C(Nc1nnc(-c2ccccc2Cl)s1)C1CC1	-5
O=C(CN1C(=O)S/C(=C\c2ccc(Cl)cc2Cl)C1=O)Nc1nc(-c2ccccc2)cs1	-5
COC(=O)C=C1NCCNC1=O	-8
O=C(Cc1c(F)cccc1Cl)N1CCc2cnc(N3CCOCC3)nc2C1	10
COc1ccccc1CC(=O)N1CCN(c2ccc(-c3ccccn3)nn2)CC1	158*
Cc1ccc(-c2nnc(-n3nnc4ccccc43)c3ccccc23)cc1C	3
O=C(NN=Cc1ccc[nH]1)c1cc(-c2cccs2)nc2ccccc12	20
Cc1ncsc1C(=O)Nc1ccccc1-c1csc(-c2ccccc2F)n1	-3
Cn1cccc(C(=O)NCC2CCN(S(C)(=O)=O)CC2)c1=O	-10
O=C(NCCc1ccoc1)Nc1ccccc1Cl	-3
CN1CCN(C(CNC(=O)c2c(F)cccc2Cl)c2ccc(F)cc2)CC1 (stereo unspecified)	-6
CN1CCCC(C(=O)N2CCN(C3CC3)CC2Cc2ccccc2)C1 (stereo unspecified)	0
Cn1c(C(F)(F)F)nn(CCNC(=O)C2c3ccccc3Oc3ccccc32)c1=O	-8
Cc1cc(C)c(C#N)c(N2CCN(Cc3c(C)ccc4ccccc34)CC2)n1	-7&-4
O=C(Cc1cccs1)N1CCN(c2nccn3nc4c(c23)CCCC4)CC1	9

Additional records
SMILES	PriA SSB inh
Cc1ccc(NCC(=O)NN=Cc2ccc([N+](=O)[O-])o2)cc1	0
CCOC(=O)N1CCC(NC(=O)CN(C)c2nc3c(OC)cccc3s2)CC1	-3
CCOc1ccc(S(=O)(=O)N(CCc2cccs2)C2CC2)cc1C	-14
O=C(Cn1cc(-c2ccc(F)cc2)cn1)NCCCc1ccccc1	-7
O=C(CCSc1nnc2ccccn12)Nc1cccc(-c2nc3ccccc3s2)c1	-13
Cc1ccc(-c2[nH]ncc2C=Nn2c(COc3ccccc3C)nc3ccccc3c2=O)cc1	-12
O=C(Cn1ccc2ccccc21)N1CCC(Oc2cnccn2)CC1	2
Cc1ccc2nc(C)c(C(=O)NN=Cc3ccc(C(=O)O)cc3)cc2c1	-7
COc1ccc(CC(=O)Nc2ccc(SC)nn2)cc1	-15
O=C(CC1CCCCN1S(=O)(=O)c1ccc(F)cc1)Nc1ccc(Br)cc1 (stereo unspecified)	13
CCCCOc1ccc(C(=O)Nc2ccc(S(=O)(=O)N3CCN(c4cnccn4)CC3)cc2)cc1	-28
N#Cc1ccc(C(=O)N(Cc2ccncc2)c2nc3c(F)cccc3s2)cc1	1
O=C(NCC1CCN(c2ncccn2)CC1)c1ccc2nsnc2c1	-10
NS(=O)(=O)Cc1ccccc1F	21
O=C(Nc1cccc(C(F)(F)F)c1)Nc1cnn(C[C@H]2COc3ccccc3O2)c1	-9
Cc1ccc(-c2ccc(=O)n(Cc3nc(-c4cccs4)no3)n2)cc1C	1
COc1ccc2c(=O)c(Oc3ccc(C(=O)N4CCN(c5ccccn5)CC4)cc3)coc2c1	-9
O=c1ccc(-c2ccco2)nn1CCCNS(=O)(=O)c1ccc(C(F)(F)F)cc1	-11
COc1ccc(C=NNC(=O)c2ccc(Cn3cc([N+](=O)[O-])cn3)o2)cc1O	-2
CC(=O)c1cc([N+](=O)[O-])c(O)cc1O	7

A draw from above in order of SMILES length, falling.
SMILES	PriA SSB inh
COc1ccc(C=NNC(=O)c2ccc(Cn3cc([N+](=O)[O-])cn3)o2)cc1O	-2
O=C(NCC1CCN(c2ncccn2)CC1)c1ccc2nsnc2c1	-10
CC(=O)c1cc([N+](=O)[O-])c(O)cc1O	7

The list continues:
SMILES	PriA SSB inh
O=C(NCCc1ccccc1)C(=O)Nc1cccc(N2CCCS2(=O)=O)c1	-14
C=C(C)C1CC=C(C)C(=NNC(=O)COc2ccccc2Cl)C1 (stereo unspecified)	-5
CCSc1ccccc1C(=O)N1CCc2ncncc2C1	-8
Cn1cc(S(=O)(=O)NC[C@@](O)(c2ccccc2)C2CC2)cn1	2
CCOc1ccc2ncc(C#N)c(N3CCC(C(=O)Nc4cc(C)c(Cl)cc4OC)CC3)c2c1	-18
COc1ccccc1NC(=O)c1ccc(NS(=O)(=O)c2cc(C)ccc2C)cc1	-15
CC(=NNC(=S)Nc1cccc(C)c1)c1cccc([N+](=O)[O-])c1	19
O=C(C[C@@H]1C/C=C/C[C@H](NC(=O)OCC2c3ccccc3-c3ccccc32)C(=O)OC[C@@H]2CCCN2C1=O)N[C@H](CO)Cc1ccccc1	6
CCn1nc(C(=O)Nc2ccc(-c3nc4ccccc4[nH]3)cc2)cc1C	2&9
COCCNC(=O)Cn1cc(-c2nnc(C)o2)c2ccccc21	-15&-4
COc1ccc2c(c1)CCCC2(O)CNC(=O)c1nc2ccccc2s1 (stereo unspecified)	-19
